Screening results as filed in PubChem BioAssay.
Mito fusion yeast – inhibitors of mitochondrial division or activators of mitochondrial fusion. S. cerevisiae fusion-defective mutant growth rescue, CellTiterGlo 48 h. Potency, µM (highest dose often 46.1 µM), inactives show at the top dose growth rescue (activation), actives largely listed as activators. 320,000 compounds, 0.23% hits;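 note: potency is the fitted concentration of half-maximal effect; % of control where 0% means no effect; nearly all actives have a fitted effect of over 45% in size; temperature-sensitive fusion mutants such as fzo1-1 at 37 °C on non-fermentable ethanol glycerol medium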
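Compounds are tested for their ability to restore growth of mitochondrial fusion-defective yeast strains at non-permissive 37C in YPEG medium over 48 hours. Viability is quantified by luciferase luminescence.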
NPC1 promoter act – NPC1 promoter activation | 320,000 compounds, 2.4% hits | Huh7 NPC1 promoter luciferase reporter, 24 h | Potency, µM (titrated, usually from 9.22 µM), inactives show at the top dose activation, most hits filed as activators | AID 485313;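 note: potency is the fitted concentration of half-maximal effect; % of control where 0% means no effect; nearly all actives have a fitted effect of over 60% in size; reporter is driven by a mutant NPC1 promoter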
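Stably transfected Huh7 (NPC1 promoter→luciferase), 1500 cells/well in Opti-MEM + 10% FBS, 2 h settle, then compound 24 h at 37 °C. Luminescence after 10 min with Amplite reagent.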
PKM2 activator – activators of human pyruvate kinase M2; purified PKM2, Kinase-Glo ATP luminescence, activation; response scale: 0% is enzyme alone, no compound; P14618; 260,000 compounds, 0.34% hits; Potency, µM (doses to about 57.5 µM), without a hit: at the top dose activation, hits mostly activators; note: potency is the fitted concentration of half-maximal effect; % is set by controls: 0 for no effect and ±100 for the full control effect; nearly all actives have a fitted effect of over 55% in size
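ATP formation by purified human PK-M2, quantified via coupled luciferase luminescence after 1 h at room temperature with 0.1 mM ADP and 0.5 mM PEP final.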
Menin MLL FP TR – displaces Texas Red mutant MLL peptide from human menin; O00255; Menin + Texas Red MLL mutant peptide, fluorescence polarization; Potency, µM (highest dose often 61.6 µM), inactives show at the top dose FP activity change, negative = inhibition, most hits filed as inhibitors; 270,000 compounds, 0.23% hits; active = well fitted inhibition curve with a large enough effect in the polarisation, with a control signal flat, not every such curve was filed as active; inconclusive = small, poorly fitted or top-dose-only effect, or effect the other way, or a change in a side signal; inactive = no such curve, though single readings can be large or run the other way; the % refers to the polarisation; note: potency is the fitted concentration of half-maximal effect; % of control where 0% means no effect; many of its hits are not listed in these tables
KCNH2 3.1 block – KCNH2 3.1 (human) potassium channel inhibition; U2OS KCNH2 3.1, thallium flux FluxOr; hits give low values; activity change, % (tested at about 1.8 µM); AID 720553; 340,000 compounds, 0.95% hits;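 active = maximum activity change below -70%; inconclusive = maximum activity change from -70% to -50%; inactive = maximum activity change above -50%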;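 note: thallium influx rate constant from kinetic fluorescence after stimulation buffer; % is set by controls: 0 for no effect and ±100 for the full control effect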
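Channel expression came from 3.1 mutant virus (1.77 x 10^8 /mL) applied to suspended U2OS cells for 4 h. Flux was tracked with FluxOr dye plus Red40 quencher, and kinetic rate constants normalized to controls.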
ELG1 repair inh – inhibitors of ELG1-dependent DNA repair in HEK293T cells | Potency, µM (top dose mostly 46.1 µM), for inactives: at the highest dose activity change, negative = inhibition, actives largely listed as inhibitors | AID 504467 | 330,000 compounds, 2.3% hits | HEK293T ELG1-luciferase reporter, luminescence, 16 h; DNA damage induced by 5-fluorouridine; note: potency is the fitted concentration of half-maximal effect; % is set by controls: 0 for no effect and ±100 for the full control effect; nearly all actives have a fitted effect of over 55% in size
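Overnight (16 hr) co-exposure of 2,000 cells/well to 5-fluorouridine and compound at 37 °C preceded detection. Luciferase was quantified via ONE-Glo luminescence; loss of signal denotes inhibition.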
RORgamma inh – ROR gamma (mouse) transcription inhibition; Drosophila S2 Gal4-RORgamma UAS-luciferase reporter, 20 h; Potency, µM (highest dose often 53.6 µM), inactives show top-dose activity change, negative = inhibition, usual class: inhibitors; 310,000 compounds, 5.4% hits; note: potency is the fitted concentration of half-maximal effect; % is set by controls: 0 for no effect and ±100 for the full control effect; nearly all actives have a fitted effect of over 60% in size
Target sequence (P51450 whole entry, looked up, the tested form may be a part): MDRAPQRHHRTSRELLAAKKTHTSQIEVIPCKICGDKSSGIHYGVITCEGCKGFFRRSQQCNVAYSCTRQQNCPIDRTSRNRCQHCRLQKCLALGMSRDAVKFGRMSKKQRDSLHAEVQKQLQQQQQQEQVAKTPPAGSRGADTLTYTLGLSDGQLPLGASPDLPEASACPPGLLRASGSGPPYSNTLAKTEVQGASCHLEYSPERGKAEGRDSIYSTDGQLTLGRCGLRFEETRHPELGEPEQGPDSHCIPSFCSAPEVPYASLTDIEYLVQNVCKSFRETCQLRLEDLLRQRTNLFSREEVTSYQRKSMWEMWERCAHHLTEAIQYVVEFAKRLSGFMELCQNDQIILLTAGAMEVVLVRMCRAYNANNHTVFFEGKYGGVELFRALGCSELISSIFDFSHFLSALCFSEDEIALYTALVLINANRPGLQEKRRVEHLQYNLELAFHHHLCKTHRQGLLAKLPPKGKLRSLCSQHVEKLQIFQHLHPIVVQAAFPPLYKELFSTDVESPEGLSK
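Drosophila Schneider cells stably carrying a metallothionein-driven Gal4 DBD–ROR gamma fusion and a UAS-Photinus luciferase reporter were exposed to compound for 1 hr, then induced with copper sulfate (700 uM final) for 20 hr at ambient temperature before luminescence reading.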
Rab9 promoter act – activators of Rab9 promoter. 320,000 compounds, 2.8% hits. Potency, µM (doses to about 9.22 µM), for the others: at the highest dose activation, negative = inhibition, actives largely listed as activators. Huh7 Rab9 promoter-luciferase reporter, luminescence, 24 h; note: potency is the fitted concentration of half-maximal effect; % of control where 0% means no effect; nearly all actives have a fitted effect of over 60% in size
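Promoter activation is measured as luciferase luminescence in Huh7 cells stably transfected with a Rab9 promoter–luciferase construct, following 24 h compound exposure at 37 °C and 10 min reagent incubation at ambient temperature.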
Gal4-VP16 FLuc – counter-screen for ROR gamma inhibitors: Gal4-VP16 reporter | Drosophila S2 Gal4-VP16 UAS-luciferase, luminescence, 20 h | Potency, µM (series often up to 53.6 µM), for the others: at the highest dose activity, negative = inhibition, hits mostly inhibitors | 310,000 compounds, 3.5% hits;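 note: Gal4-VP16 expression switched on by copper sulfate through the metallothionein promoter; potency is the fitted concentration of half-maximal effect; % is set by controls: 0 for no effect and ±100 for the full control effect; nearly all actives have a fitted effect of over 50% in size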
FLuc modulator – inhibits or activates purified firefly luciferase, miR-21 counter-screen; P08659; purified FLuc, Km substrates, luminescence inhibition; Potency, µM (series often up to 57.5 µM), for the others: top-dose activity change, negative = inhibition, usual class: inhibitors; 360,000 compounds, 6.9% hits;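 note: potency is the fitted concentration of half-maximal effect; plate controls were vehicle for no effect and reference inhibitor for full effect; nearly all actives have a fitted effect of over 55% in size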
Target sequence (P08659 whole entry, looked up): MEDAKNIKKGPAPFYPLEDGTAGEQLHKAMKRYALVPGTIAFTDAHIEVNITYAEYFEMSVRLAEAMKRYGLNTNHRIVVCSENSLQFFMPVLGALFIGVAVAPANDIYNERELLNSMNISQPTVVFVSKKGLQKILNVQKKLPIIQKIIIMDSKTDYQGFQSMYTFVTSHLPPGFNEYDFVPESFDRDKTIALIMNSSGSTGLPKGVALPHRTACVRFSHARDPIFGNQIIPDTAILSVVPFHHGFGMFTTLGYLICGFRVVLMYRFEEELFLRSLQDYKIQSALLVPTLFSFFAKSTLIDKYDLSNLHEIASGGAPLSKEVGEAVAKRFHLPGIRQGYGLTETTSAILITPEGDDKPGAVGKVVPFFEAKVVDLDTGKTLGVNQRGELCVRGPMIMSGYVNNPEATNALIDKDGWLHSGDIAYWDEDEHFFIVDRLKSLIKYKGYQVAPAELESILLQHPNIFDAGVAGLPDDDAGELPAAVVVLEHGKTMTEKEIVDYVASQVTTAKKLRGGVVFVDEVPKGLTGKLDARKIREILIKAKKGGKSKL
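Purified P. pyralis luciferase, 10 nM final, with Km-level 10 uM D-luciferin and 10 uM ATP in 50 mM Tris acetate pH 7.5, 10 mM Mg acetate, 0.01% Tween-20, 0.05% BSA; 6-point qHTS titration about 60 µM downward; luminescence read.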
MBNL1-CUG inh – MBNL1-poly(CUG) RNA binding inhibition | 280,000 compounds, 0.036% hits | Q9NR56 | TR-FRET MBNL1-His/biotin-(CUG)12 binding, 665/545 ratio | Potency, µM (highest dose often 57.5 µM), inactives show at the highest dose activity change, negative = inhibition, actives largely listed as inhibitors; active = well fitted inhibition curve with a large enough effect in the signal ratio, with a control signal flat, not every such curve was filed as active; inconclusive = small, poorly fitted or top-dose-only effect, or effect the other way, or a change in a side signal; inactive = no such curve, though single readings can be large or run the other way; the % refers to the signal ratio; note: potency is the fitted concentration of half-maximal effect; % is set by controls: 0 for no effect and ±100 for the full control effect
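Compound titration spanned 92 nM–58 uM against the MBNL1-His/biotin-(CUG)12 complex. After 60 min at room temperature with 5 nM streptavidin-XL665 and 0.055 ng/ul terbium anti-His, ratiometric 665/545 nm emission (Ex 340 nm) normalized to controls.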
Starred values were filed as active, the others as inactive; ? = inconclusive; . = not tested or not shown; & = joins results of further samples; [ ] = remark or other dose. Unless noted, calls come from the whole dose curve; as a rule, active = well fitted curve in the direction sought with a large enough effect; inconclusive = small, poorly fitted or top-dose-only effect, or another doubt; inactive = no such curve, though single readings can be large; an effect the other way counts as inactive or inconclusive.

SMILES | Mito fusion yeast | NPC1 promoter act | PKM2 activator | Menin MLL FP TR | KCNH2 3.1 block | ELG1 repair inh | RORgamma inh | Rab9 promoter act | Gal4-VP16 FLuc | FLuc modulator | MBNL1-CUG inh
Oc1ccc(Br)cc1CNc1cccc2cccnc12 | -28% | -3% | 8% | ? | 2 | ? | -28% | -4% | -21% | -15% | 5%
COc1cc(NC(=O)Nc2c(C)n(C)n(-c3ccccc3)c2=O)cc(OC)c1OC | -7% | 4% | -1% | -1% | -9 | ? | -4% | 0% | 3% | -1% | -1%
CCN(CC)c1ccc(S(=O)(=O)N2CCCCC2)cc1NC(=O)CN1C(=O)NC2(CCCC2)C1=O | -5% | 1% | . | . | -5 | -13% | . | -5% | . | -1% | .
O=C(NC1CCCCC1)N1CCCc2ccccc21 | 13% | 1% | -1% | -13% | -1 | -2% | 30% | 10% | 3% | -8% | 2%
COc1cccc(CNC(=O)CCn2c(=O)oc3ccccc32)c1 | -2% | -3% | 3% | 6% | 4 | 2% | 2% | 1% | 7% | 0% | 1%
COc1ccc(/C=C2/C(=O)C(C)(C(C)C)CCC2C)cc1 (stereo not given) | -17% | 4% | . | ? | -19 | 2% | 32% | 10% | 10% | -26% | -4%
Cc1cc(C)n2nc(-c3ccccc3)c(-c3ccccc3)c2n1 | -1% | 0% | 0%[11.5 µM] | ? | -3 | ? | 20% | 4% | 10% | 1% | -18%
CC(C)C12CN3CC(C(C)C)(CN(C1)C3c1ccco1)C2=O (stereo not given) | 0% | -2% | -4% | -3% | 6 | -1% | 1% | 0% | -10% | 0% | -5%
COc1ccc(S(=O)(=O)N2CCCCC2)cc1NC(=O)CN(Cc1ccco1)Cc1ccco1 | 11% | 0% | . | . | -4 | ? | . | -2% | . | . | .
Cn1c(O)c(C=Nc2ccc(Br)cc2)sc1=O | 7% | ? | -5% | -27% | -3 | ? | -1% | 4.5µM* | -3% | ? | 5%
CC(C)(C)c1nnc(NC(=O)CCS(=O)(=O)c2ccccc2)s1 | -4% | 3% | . | -1% | -2 | 6% | -7% | 12% | -18% | -1% | 0%
O=C(NCCCCNC(=O)c1ccc(Br)s1)c1ccc(Br)s1 | -6% | 10% | 1% | 0% | 12 | ? | 40% | 21% | -1% | -3% | 27%
CN(C)S(=O)(=O)Nc1cccc(Br)c1 | -1%&-2% | -1%&2% | -2%&6% | . | -1 | 1%&4% | 16%&2% | -3%&0% | -1%&-4% | 0%&5% | -14%
O=C(O)Cn1c2c(c3ccccc31)CCCC2 | 2% | -4% | 2% | 16% | -37 | -1% | 0% | 9% | -9% | 4% | -3%
COC(=O)C1=C(C)NC(=O)NC1c1ccc(-c2ccc(F)cc2)o1 (stereo not given) | 10% | 0% | -1% | 4% | 4 | 0% | -5% | 6% | 1% | -2% | -3%
O=C(O)c1ccc2c(c1)S(=O)(=O)c1ccccc1C2=O | 2% | 6% | . | 21% | 13 | 4% | 2% | 7% | -6% | 2% | ?
COC(=O)C(C)N1CCC(=O)c2ccccc2S1(=O)=O (stereo not given) | -3% | -3% | -4% | 8% | 6 | 0% | 39%&-4% | 0% | 0%&3% | 0% | 9%
CCOCCCN1C(=O)C(=O)N(CC(=O)N2c3ccccc3NC(=O)CC2C)C1=O (stereo not given) | -4% | 0% | . | . | ? | 2% | . | -3% | . | . | .
Cn1c(-c2sc3cc(C(F)(F)F)cnc3c2-c2cccs2)n[nH]c1=S | -1% | -11% | 3% | ? | 1 | 4% | 2.8µM* | -4% | -7% | ? | 24%
O=c1[nH]c2ccc([N+](=O)[O-])cc2nc1/C=C(\O)c1ccccc1 | -3% | 23% | 0% | . | -1 | 1% | 22% | 8% | 1% | -3% | 3%
O=C(CSC1CC(=O)N(CCc2ccccc2)C1=O)Nc1ccc(Br)cc1 (stereo not given) | 2% | -4% | 3% | ? | -16 | -11% | -1% | -2% | -12% | 0% | -4%
O=[N+]([O-])c1ccc(CSc2nc3ccccc3[nH]2)cc1 | 18% | 4µM* | -9% | 13% | -9 | ? | ? | 2.2µM* | -23% | 6µM* | ?
O=C(Nc1ccccc1)c1n[nH]c(Cn2cncn2)n1 | 0% | 2% | 4% | . | 0 | 10% | 9% | -1% | 0% | 1% | -2%
Cc1cc(C)n2nc(Sc3ncccc3[N+](=O)[O-])nc2n1 | -3% | -1% | 3% | . | -12 | 6% | 0% | 14% | 1% | -1% | 10%
CCC(C)(C)C1CCc2[nH]nc(C(=O)O)c2C1 (stereo not given) | -5% | 0% | . | . | . | -2% | . | 2% | . | -10% | .

Taken from above.
Entry for O=C(NC1CCCCC1)N1CCCc2ccccc21 in FLuc modulator: -8%
Entry for O=[N+]([O-])c1ccc(CSc2nc3ccccc3[nH]2)cc1 in Menin MLL FP TR: 13%
Entry for COc1ccc(S(=O)(=O)N2CCCCC2)cc1NC(=O)CN(Cc1ccco1)Cc1ccco1 in Rab9 promoter act: -2%

(listing goes on)
SMILES | Mito fusion yeast | NPC1 promoter act | PKM2 activator | Menin MLL FP TR | KCNH2 3.1 block | ELG1 repair inh | RORgamma inh | Rab9 promoter act | Gal4-VP16 FLuc | FLuc modulator | MBNL1-CUG inh
Fc1ccc(CNC(=S)Nc2ccc(Cl)cc2Cl)cc1 | -2% | -1% | 6% | -7% | -9 | -8% | 4µM* | 13% | 5.6µM* | 6% | ?
O=C(NCc1ccco1)c1cc(S(=O)(=O)N2CCCCC2)ccc1Cl | 0% | 1% | . | . | 2 | 17% | . | 0% | . | 5% | .
O=C(CSc1nnc(COc2ccc(Cl)cc2)o1)NC1CCCCC1 | 5% | -2% | . | . | -4 | 1% | . | -4% | . | -16% | .
COc1cccc(OC)c1C(=O)Nc1ccccc1C(=O)N1CCCC1 | 0% | -4% | -1% | . | 10 | 0% | -7% | -1% | 0% | 1% | 0%
Cn1nc(C(F)(F)F)c(-c2ccc(Br)cc2)c1NC(=O)c1cccnc1 | 15% | -9% | 0% | . | -18 | -15% | 45% | -9% | 6% | -1% | 0%
Cc1noc(C)c1C(=O)Nc1ccccc1C(=O)NCCc1ccccc1 | 32% | 6% | 3% | -6% | 2 | -15% | 15% | 0% | 13% | 4% | 4%
Cc1c(C(=O)NCc2ccco2)oc2ccc(S(=O)(=O)N3CCC4(CC3)OCCO4)cc12 | -12% | -5% | 18% | 7% | 8 | 3.3µM* | 2% | -5% | 2% | -2% | -2%
Fc1ccc(-n2cc(-c3ccccc3)[n+]3c2SCC3)cc1 | 3% | -8% | -2% | 0% | 1 | -23% | -39% | -16% | -4% | -2% | -4%
CCOC(=O)N1CCN(C(=O)Cc2cccc3ccccc23)CC1 | 4% | -2% | 0% | -1% | 8 | -4% | 21% | 2% | -11% | 8% | -2%
CSCCC(NS(=O)(=O)c1cccs1)C(=O)NCc1ccccc1 (stereo not given) | 0% | -2% | 3% | 5% | -4 | 2% | -3% | -6% | -1% | 0% | 11%
C[C@@H](C(=O)N[C@@H](Cc1ccccc1)C(=O)O)n1nnc2ccccc2c1=O | 1% | -3% | -3% | . | 6 | 11% | 8% | -2% | -4% | 4% | 3%
O=C(c1ccc(N2CCN(C3CC(=O)N(Cc4cccs4)C3=O)CC2)cc1)c1cccnc1 (stereo not given) | 1% | -6% | 6% | -3% | 25 | ? | 25% | -19% | 0% | 4% | ?
CCCCn1c(N)c(N(CCOC)C(=O)COC(=O)CSc2cc(C)c3ccccc3n2)c(=O)[nH]c1=O | 3% | 0% | . | . | -3 | 14% | . | 4% | . | -6% | .
CSc1nnc(C)c(/C=C/Nc2ccc(C)cc2)n1 | -3% | -3% | 6% | -15% | . | -23% | -26% | 4% | 5% | ? | ?

This is a subset; count on the stated rates, not on these rows.
